# TAG inh: reduces triacylglycerol accumulation in H9c2 cells; inhibition, % at 12.5 µM; hit rate 0.66% among 230,000; AID 651582; Nile Red lipid (TAG) fluorescence; cells loaded with 200 µM oleic acid;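 active = pattern-corrected inhibition of lipid staining of at least 50% with the nuclear-stain viability signal not falling by more than 50%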;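 also: 0% = DMSO wells and 100% = triacsin C control wells; some results filed as inactive read as strong as hits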
# TAG inh DAPI viability: also measured in TAG inh; calls as there; DAPI nuclei signal change (viability), lower = more cytotoxic, %;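 whole-well DAPI fluorescence read on a plate reader as a viability signal; minus 50 percent equals half of cells still viable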
# * hit, by the source's call. These rows are one share of the data; the hit share may differ from the screen's.
# Order of results: TAG inh, TAG inh DAPI viability
> O=C(NCCNCC(O)COc1ccc(O)cc1)N1CCOCC1 (configuration not stated)
  -2, -7
> COc1cccc(C2CC(c3cccs3)Nc3ncnn32)c1 (configuration not stated)
  -6, -5
> COc1ccc(-c2noc(COc3ccc(C)c(C)c3)n2)cc1OC
  -13, -5
> Cc1nn(Cc2c(Cl)cccc2Cl)c(C)c1N
  -8, -10
> COc1cc(/C=C/CNC[C@H]2O[C@@H](n3ccc(N)nc3=O)[C@H](O)[C@@H]2O)ccc1O
  9, -5
> C/C(=N\N=C(N)N)c1ccc(Cl)c(Cl)c1
  23, -19
> COc1ccccc1C(=O)COC(=O)CN1C(=O)C2CC=CCC2C1=O (configuration not stated)
  3, -6
> O=C(COc1ccc(Cl)cc1)NCc1nnc(SCC(=O)N2CCCCC2)o1
  16, 3
> O=C1Nc2ccccc2SC1=Cc1ccccc1
  18, -4
> COc1ccccc1N1CC(C(=O)Nc2ccccc2N2CCCC2)CC1=O (configuration not stated)
  -2, 12
> CCc1nc2ccccc2c(NC(=O)CN2CC(C)CC(C)C2)c1C (configuration not stated)
  5, -6
> CC(=O)C[C@H](O)CC(=O)[C@H]1OC(=O)CCCCCCCCc2ccccc21
  -1, 0
> O=Cc1cn(-c2ccccc2)nc1-c1cc2ccccc2oc1=O
  3, 10
> CCOc1ccccc1NC(=O)CSc1nc(=O)n(CCN2CCOCC2)c2c1CCCC2
  -2, -7
> Cc1cc(OCc2nc(-c3cccnc3)no2)c(C)cc1Br
  -24, 11
> CCCC[C@@H](CNC)NC[C@H](NCCCCC1CCCCC1)C(C)C
  121, -50
> CCCCn1c(N)c(N(CCOC)C(=O)C2CCN(C(=O)c3ccc(F)cc3)CC2)c(=O)[nH]c1=O
  8, 0
> COc1ccccc1C(=O)NC(=O)CSc1nncn1C(C)C
  6, 6
> COc1ccc(OC)c(NC2c3ccccc3C(=O)N2Cc2ccc3c(c2)OCO3)c1 (configuration not stated)
  -14, -10
> CCCc1nc2ccccc2c(=O)n1/N=C/c1ccc(O)cc1
  -17, -3
> CCc1noc(C)c1C(=O)N1CCN(S(=O)(=O)c2ccc(C(C)C)cc2)CC1
  8, 8
> CCOC(=O)c1cc(C)n(-c2ccc(Cl)cc2)c1C
  -5, -4
> COc1ccc(C(=O)NC2CC(C)(C)NC(C)(C)C2)cc1S(=O)(=O)N1CCOCC1
  -2, -5
> Cc1ccc(S(=O)(=O)NC(CC(C)C)C(=O)Nc2ccncc2)cc1 (configuration not stated)
  -2, 4
> CCc1nc2ccc(C(=O)NCCc3ccccn3)cn2c1N(C)Cc1nccs1
  -2, -3
> N#CC1CC(c2ccccc2)=NN1c1ccccc1[N+](=O)[O-] (configuration not stated)
  5, 1
> COc1cc(C(O)c2nc3ccccc3n2C)cc(OC)c1OC (configuration not stated)
  5, -7
> COc1ccc(CN/C(C)=C(/C#N)C(N)=O)cc1OC
  0, 1
> Cc1ccc(NC(=O)COC(=O)CN2C(=O)NC3(CCCC3)C2=O)cc1S(=O)(=O)N(C)C
  -3, 8
> C=CCSC(=S)Nc1c(C)n(C)n(-c2ccccc2)c1=O
  11, -16
> CCOc1cc2[nH]c(=S)n(CCCN3CCOCC3)c(=O)c2cc1OCC
  -22, 16
> CN1N=C(c2ccc(Cl)cc2)CC(c2ccc(Cl)cc2)C1=O (configuration not stated)
  15, -18
> COc1cc(C(=O)N2C(=O)c3cccc(N)c3C2=O)cc(OC)c1OC
  -2, -1
> O=C(Cc1ccsc1)OCC(=O)c1ccccc1
  -4, 3
> O=S(=O)(NCc1ccco1)c1ccc(S(=O)(=O)N2CCCC2)cc1
  3, 7
> O=C(OCC(=O)N1CCCCC1)c1ccc2c(c1)C(=O)N(Cc1ccco1)C2=O
  -8, -4
> COC(=O)[C@@]1(C)[C@H]2C(=O)N(C)C(=O)[C@H]2[C@H]2CN=C(SCC(=O)c3ccccc3)N21
  -2, 9
> Cn1c(N)c(C(=O)COC(=O)c2ccccn2)c(=O)n(C)c1=O
  12, 0
> CC(C)C(=O)c1cn(CC(=O)O)c2ccccc12
  3, 2
> C=CCC[C@@H](Cc1ccc(F)cc1)C(=O)OC[C@H](Cc1c[nH]c2ccccc12)NC(=O)[C@@H](CC=C)CC(=O)NCCO
  17, 1
> COC(=O)c1ccc(C)c(NC(=O)CCCN2C(=O)NC(C)(C)C2=O)c1
  7, 0
> CC1(C)CC(=O)C(C=NCCN2CCN(C3CC(=O)N(c4cccc(Br)c4)C3=O)CC2)=C(O)C1 (configuration not stated)
  21, 5
> CC(O)CCC(=O)NNC(=S)Nc1ccccc1 (configuration not stated)
  3, -5
> COc1ccc(N2CCCC2=O)cc1S(=O)(=O)N1CCOCC1
  -11, 1
> CCc1cccc(C)c1NC(=O)C1CC=CCC1C(=O)O (configuration not stated)
  -4, -7
> O=C(Nc1ccc(O)cc1)c1ccc2c(c1)C(=O)N(N1C(=O)c3ccccc3C1=O)C2=O
  -5, 1
> CCOc1ccc(Cn2c(=O)oc3ccc(C)cc32)cc1OC
  8, 4
> O=C(C1CCCN(Cc2ccncc2)C1)N1CCc2ccccc2C1 (configuration not stated)
  -9, 4
> C=CCNc1nc(NCc2ccc(N(C)C)cc2)c2sc(-c3ccccc3)cc2n1
  42, -31
> O=C(CN(Cc1ccccc1F)S(=O)(=O)c1ccc(Cl)cc1)NCCCO
  -7, -5
> COC(=O)[C@]1(Cc2ccccc2)N[C@H](CN(C)C(=O)Nc2ccc(C(F)(F)F)cc2)[C@@H]2C(=O)N(C)C(=O)[C@@H]21
  3, -6
> NC(CC(=O)O)c1cccc(OCc2ccccc2)c1 (configuration not stated)
  -8, -1
> O=C1CCN(Cc2ccccc2)CCN1CCOc1ccccc1
  -2, -6
> O=C(COC(=O)c1ccco1)NCc1ccc2c(c1)OCO2
  -4, 0
> CC(CC(=O)O)NCC1COc2ccccc2O1 (configuration not stated)
  0, 4
> COc1ccc(/C=C/C(=O)c2ccc(C)c([N+](=O)[O-])c2)cc1O
  -3, 1
> CCOc1ccc(OCCC(=O)OCC(=O)NC2CCCCC2)cc1
  -11, 6
> CN(C)c1ccc(C(=O)OCC(=O)N2CCCCCC2)cc1
  31, -3
> CCc1ccc2[nH]c(=O)c(CN(CCCO)C(=O)NCc3ccccc3)cc2c1
  -6, -4
> CC1(OC(=O)CCc2ccccc2)C(=O)C=C2C=C(c3ccc(C#N)cc3)N(C(CO)CO)C=C2C1=O (configuration not stated)
  9, -5

# Grouped by structure: the compounds so far containing bromine.
# Order of results: TAG inh, TAG inh DAPI viability
> Cc1cc(OCc2nc(-c3cccnc3)no2)c(C)cc1Br
  -24, 11
> CC1(C)CC(=O)C(C=NCCN2CCN(C3CC(=O)N(c4cccc(Br)c4)C3=O)CC2)=C(O)C1 (configuration not stated)
  21, 5

# (list continues)
# Order of results: TAG inh, TAG inh DAPI viability
> CCOC(=O)N1CCN(Cc2nc3c(c(=O)n(C)c(=O)n3C)n2Cc2cccc(C)c2)CC1
  9, 3
> CNc1nc(Oc2cccc(NC(C)=O)c2)c2sccc2n1
  1, 14
> CCOC(=O)CCCc1ccc(/C(C)=N/NC(=S)NC)cc1
  2, -3
> COc1ccc(C(=O)COC(=O)c2cccnc2SC)cc1
  -16, 0
> Cc1cc(F)ccc1NC(=O)C1CCCO1 (configuration not stated)
  -4, -2
> CCCCN(C(=O)CNC(=O)c1ccco1)C(C(=O)NC1CCCCC1)c1ccc(OC)cc1OC (configuration not stated)
  22, -14
> Cc1ccc(C(=O)O/N=C/c2ccc(N(C)C)cc2)cc1
  3, 0
> Cc1ccc(S(=O)(=O)/N=C(/Nc2ccc(O)c(C(=O)O)c2)c2ccccc2)cc1
  11, -2
> C/C(=N\NC(=O)CC#N)c1ccc(Oc2ccccc2)cc1
  23, 1
> C=CCOc1nc(N(C)C)nc(N(C)C)n1
  1, -6
> C/C(=N\NC(=O)CN(c1ccccc1)S(C)(=O)=O)c1ccccc1O
  -2, -13
> Cc1ccc(CN2CCN(Cc3ccc(O)cc3)CC2CCO)o1 (configuration not stated)
  10, 3
> COc1c(C(=O)NNC(=O)c2ccccc2Cl)csc1Br
  2, 6
> O=C1N[C@@H](Cc2ccccc2)C(=O)N2[C@@H]1C[C@@]1(Br)c3ccccc3N(S(=O)(=O)c3ccccc3)[C@@H]21
  -1, -7
> CN1C(=O)[C@H]2[C@@H](/C=C/c3ccccc3)N3C(=O)CN(Cc4ccccn4)C(=O)[C@@]3(Cc3ccccc3)[C@H]2C1=O
  2, 3
> O=C(N/N=C1\CCCc2ccccc21)c1ccccc1Cl
  6, -6
> CC(=O)N(Cc1ccc(F)cc1)C1=C(NCc2ccccc2)C(=O)c2ccccc2C1=O
  162, -82
> COc1ccc(-c2cc3n(n2)CCc2nc4ccccc4n2-3)cc1
  -13, 0
> C/C=C(\C)C(=O)NCCN1C2=NC[C@@H](Cc3ccccc3)N2C[C@H]1Cc1ccc(O)cc1
  -49, -1
> O=C(CN1CCCC1)Nc1ccc(Oc2ccc(NC(=O)CN3CCCC3)cc2)cc1
  39, -4
> Cc1ccc(OC2=NS(=O)(=O)c3ccccc32)cc1
  3, -10
> C=CCC1(C(=O)NCCO)CCN(C(=O)OC(C)(C)C)CC1
  10, -7
> Clc1ccc(-c2csc3ncnc(Cl)c23)cc1
  -3, 9
> CC(=O)N1CCN(c2nc3cc4c(cc3nc2NS(=O)(=O)c2ccccc2)OCCO4)CC1
  -8, 19
> CCOC(=O)N1CCC(NC(=O)CC2C(=O)NCCN2Cc2ccc(C)cc2)CC1 (configuration not stated)
  1, 1
> CCOC(=O)CSc1ccc2nnc(-c3ccncc3)n2n1
  1, 4
> Cc1cc(C(=O)Nc2ccc3[nH]ccc3c2)no1
  4, 6
> O=C(CSc1ncn[nH]1)NN(c1ccccc1)c1ccccc1
  -7, -6
> C/C(=C\C(=O)c1ccc(Cl)cc1)Nc1ccc(Br)cc1
  -7, -10
> O=C(CCNC(=O)c1ccc(Br)cc1)Nc1cccc(S(=O)(=O)N2CCCCC2)c1
  2, 8
> CCc1ccccc1NC(=O)CC(=O)Nc1ccccc1CC
  1, 3
> COCCNC(=S)N/N=C1\CC(C)CC(C)(C)C1 (configuration not stated)
  -13, 12
> CCC1CCCCN1C(=O)CCCc1ccccc1 (configuration not stated)
  -10, -5
> O=C(c1ccco1)N1CCc2ccccc21
  1, 0
> O=C(Nc1nc2c(Cl)cccc2s1)c1ccc([N+](=O)[O-])o1
  28, -3
> NC(=O)CC(NC(=O)c1cccc(Br)c1)c1ccc(NC2CCCCCCC2)c([N+](=O)[O-])c1 (configuration not stated)
  -8, -9
> O=C(COC(=O)CC1Sc2ccccc2NC1=O)NCc1ccccc1 (configuration not stated)
  -3, 18
> NNC(=O)c1cc2cc3ccccc3nc2s1
  1, 6
> CCOC(=O)c1c(C)[nH]c(C)c1C(=O)CSc1nc2ccccc2c(=O)n1-c1ccc(F)cc1
  1, -4
> O=C(NCCc1ccccc1)Nc1nnc([C@@H]2C[C@H](O)[C@@H](CO)O2)s1
  -10, 1
> Nc1ccc2oc(-c3ccccn3)nc2c1
  7, -9
> Cc1ccc(NC(=O)CNc2cc(S(=O)(=O)N3CCOCC3)ccc2N2CCOCC2)cc1S(=O)(=O)N(C)C
  4, 2
> Fc1ccccc1OCC1CCCN(Cc2nc(CC3CC3)no2)C1 (configuration not stated)
  -5, 5
> COc1ccc(N2CCN(C(c3ccccc3)c3nnnn3Cc3ccc(F)cc3)CC2)cc1 (configuration not stated)
  0, -4
> COc1ccc(S(=O)(=O)N2CCCCCC2)cc1NC(=O)CCc1cc(OC)c(OC)c(OC)c1
  10, 0
> COc1ccc(CC(=O)OCC(=O)NCc2ccc(Cl)cc2)cc1
  7, -7
> CCOC(=O)c1c(CN2CCCCC2)n(C)c2cc(Br)c(O)cc12
  -23, 21
> Cc1c(C(=O)NC(=S)Nc2ccc(N3CCOCC3)cc2)cccc1[N+](=O)[O-]
  30, -6
> COc1ccc(C(CNC(=O)c2cccc(NC(=O)c3cccs3)c2)N2CCCC2)cc1 (configuration not stated)
  18, 9
> O=C(c1cccn(Cc2ccc(Cl)c(Cl)c2)c1=O)N1CCOCC1
  -12, 11
> CCC1Nc2ncnc(N3CCOCC3)c2N(Cc2ccc(OC)cc2)C1=O (configuration not stated)
  20, 1

# 14 compounds already listed, sorted by length of the SMILES, smallest number first:
# Order of results: TAG inh, TAG inh DAPI viability
> O=C(c1ccco1)N1CCc2ccccc21
  1, 0
> NNC(=O)c1cc2cc3ccccc3nc2s1
  1, 6
> Fc1ccccc1OCC1CCCN(Cc2nc(CC3CC3)no2)C1 (configuration not stated)
  -5, 5
> O=C(COC(=O)CC1Sc2ccccc2NC1=O)NCc1ccccc1 (configuration not stated)
  -3, 18
> O=C(c1cccn(Cc2ccc(Cl)c(Cl)c2)c1=O)N1CCOCC1
  -12, 11
> CCC1Nc2ncnc(N3CCOCC3)c2N(Cc2ccc(OC)cc2)C1=O (configuration not stated)
  20, 1
> O=C(Nc1nc2c(Cl)cccc2s1)c1ccc([N+](=O)[O-])o1
  28, -3
> COc1ccc(C(CNC(=O)c2cccc(NC(=O)c3cccs3)c2)N2CCCC2)cc1 (configuration not stated)
  18, 9
> Cc1c(C(=O)NC(=S)Nc2ccc(N3CCOCC3)cc2)cccc1[N+](=O)[O-]
  30, -6
> O=C(NCCc1ccccc1)Nc1nnc([C@@H]2C[C@H](O)[C@@H](CO)O2)s1
  -10, 1
> COc1ccc(S(=O)(=O)N2CCCCCC2)cc1NC(=O)CCc1cc(OC)c(OC)c(OC)c1
  10, 0
> CCOC(=O)c1c(C)[nH]c(C)c1C(=O)CSc1nc2ccccc2c(=O)n1-c1ccc(F)cc1
  1, -4
> NC(=O)CC(NC(=O)c1cccc(Br)c1)c1ccc(NC2CCCCCCC2)c([N+](=O)[O-])c1 (configuration not stated)
  -8, -9
> Cc1ccc(NC(=O)CNc2cc(S(=O)(=O)N3CCOCC3)ccc2N2CCOCC2)cc1S(=O)(=O)N(C)C
  4, 2

# Screening results (PubChem)
